Source: PubChem BioAssay
NCOA1 inh = inhibitors of human steroid receptor coactivator 1 (SRC1) | inhibition, % at 3.6 µM | HEK293 GAL4-SRC1 luciferase reporter, luminescence | Q15788 | 360,000 compounds, 0.12% hits;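 active = inhibition above the campaign mean plus 3 SD, with each screening campaign given its own cutoff, cut at about 60% in these data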;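 also: 0% = DMSO treated cells and 100% = gossypol at 36 µM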
NR2F2 inh = blocks human COUP-TFII nuclear receptor; P24468; HEK293T NGFI-A luciferase reporter, luminescence; inhibition, % at 8.6 µM; 370,000 compounds, 0.7% hits;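 active = inhibition above a per-plate cutoff, mean inhibition of test wells between control levels plus 3 SD, cut at about 38% in these data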;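 also: cells cotransfected with COUP-TFII expression vector driving the NGFI-A reporter; 0% = median of COUP-TF2 test wells and 100% = reporter-only cells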
NCOA3 inh = human NCOA3 inhibition. Q9Y6Q9. HEK293 GAL4-SRC3 luciferase reporter, luminescence. inhibition, % at 3.6 µM. 360,000 compounds, 0.17% hits. AID 588352;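 active = inhibition above a per-campaign cutoff, the mean of all compounds plus 3 SD, cut at about 60% in these data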;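 also: 0% = DMSO-treated cells and 100% = gossypol-treated cells at 36 µM; higher means less SRC3-driven luciferase light from the GAL4 reporter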
NCOA2 inhibitor = human SRC2 (NCOA2) inhibition; AID 651957; inhibition, % at 9 µM; HEK293 GAL4-SRC2 luciferase reporter, luminescence; 370,000 compounds, 0.17% hits; Q15596;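 active = inhibition above the mean inhibition of all tested compounds plus 3 SD, set per campaign, cut at about 52% in these data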;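 also: 0% = DMSO treated cells and 100% = cells given Gossypol at 36 µM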
TLR9-MyD88 inh = TLR9-MyD88 interaction inhibition; CHO BLA complementation TLR9-MyD88, CCF4 FRET ratio; inhibition, % at 4.98 µM; 340,000 compounds, 0.21% hits;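 active = inhibition above the mean over all tested compounds plus 3 SD, cut at about 21% in these data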;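 also: 0% = DMSO only wells and 100% = clavulanate BLA inhibitor control wells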
LRH-1 inv ag = suppresses constitutive activity of human LRH-1; O00482; HEK293T StAR-luciferase reporter, LRH-1 transfected, 24 h; inhibition, % at 3.6 µM; 360,000 compounds, 0.13% hits; AID 602396;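 active = inhibition above the mean inhibition of all tested compounds plus 3 SD, cut at about 73% in these data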;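 also: 0% = DMSO wells and 100% = reporter-only cells lacking LRH-1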
TROY signal inh = inhibitors of TROY-dependent NF-kB signaling; Q293 LMP1-TROYcd NF-kB luciferase reporter, 4 h; inhibition, % at 10 µM; 360,000 compounds, 0.98% hits;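 active = compounds whose plate-normalised and pattern-corrected inhibition of the luciferase reporter signal at the single screening dose is 50% or more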
TWEAK Fn14 block = inhibitors of TWEAK-Fn14 interaction signaling. TWEAK-stimulated Fn14 reporter cells, luciferase luminescence, 8 h. inhibition, % at 10 µM. AID 1159606. 360,000 compounds, 2% hits; in the data active = inhibition above about 50%
ABHD5 PLIN5 PPI = ABHD5-PLIN5 protein interaction inhibition; Q00G26+Q8WTS1; Split G. princeps luciferase complementation, luminescence, 4 h; inhibition, % at 4 µM; 360,000 compounds, 0.78% hits; AID 602281;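 active = inhibition above the mean inhibition across every tested compound plus 3 SD, cut at about 22% in these data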;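 also: 0% = DMSO only wells and the 100% control is not disclosed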
Target sequence (Q00G26 whole entry, looked up): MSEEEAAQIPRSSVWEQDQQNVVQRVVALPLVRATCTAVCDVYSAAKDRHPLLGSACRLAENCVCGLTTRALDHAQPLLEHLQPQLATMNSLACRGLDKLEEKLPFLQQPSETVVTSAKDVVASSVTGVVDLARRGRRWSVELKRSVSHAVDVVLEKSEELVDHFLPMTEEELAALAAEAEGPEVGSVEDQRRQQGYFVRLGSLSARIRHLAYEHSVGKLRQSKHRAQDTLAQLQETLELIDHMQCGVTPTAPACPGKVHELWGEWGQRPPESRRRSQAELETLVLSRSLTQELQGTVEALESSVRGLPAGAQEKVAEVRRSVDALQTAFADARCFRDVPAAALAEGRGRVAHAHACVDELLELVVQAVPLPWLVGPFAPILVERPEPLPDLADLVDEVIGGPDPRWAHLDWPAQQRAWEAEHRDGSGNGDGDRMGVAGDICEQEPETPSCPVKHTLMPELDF
Target sequence (Q8WTS1 whole entry, looked up): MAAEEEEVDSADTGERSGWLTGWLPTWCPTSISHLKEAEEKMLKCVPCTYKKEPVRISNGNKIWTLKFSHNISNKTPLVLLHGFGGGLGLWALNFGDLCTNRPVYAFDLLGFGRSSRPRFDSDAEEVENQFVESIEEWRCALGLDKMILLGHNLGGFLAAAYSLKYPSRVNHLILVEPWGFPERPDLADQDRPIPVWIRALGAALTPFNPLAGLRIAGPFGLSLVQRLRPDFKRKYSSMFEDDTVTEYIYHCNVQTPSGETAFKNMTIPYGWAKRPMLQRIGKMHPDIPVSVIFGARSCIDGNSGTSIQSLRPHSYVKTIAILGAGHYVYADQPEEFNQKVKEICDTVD
NOD2 RIPK2 PPI = inhibitors of human NOD2-RIPK2 interaction; CHO BLA complementation NOD2-RIPK2, CCF4 ratio; inhibition, % at 4.98 µM; 360,000 compounds, 0.38% hits; O43353; AID 624267; in the data active = inhibition above about 21%;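 also: 0% = vehicle only and 100% = reference blocker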
Exocytosis inh = blocks lytic granule exocytosis. 360,000 compounds, 0.66% hits. TALL-104 LAMP-1 surface exposure, flow cytometry; cells stimulated with thapsigargin and PMA. inhibition, % at 10 µM;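 active = inhibition above about 55%, limit read from the data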
Starred values were filed as active, the others as inactive; . = no result given. Not all compounds are listed; the hit share may differ from the screen's.

Compound,NCOA1 inh,NR2F2 inh,NCOA3 inh,NCOA2 inhibitor,TLR9-MyD88 inh,LRH-1 inv ag,TROY signal inh,TWEAK Fn14 block,ABHD5 PLIN5 PPI,NOD2 RIPK2 PPI,Exocytosis inh
Cc1ccc(S(=O)(=O)NN2C(=O)c3ccccc3NC2c2ccccn2)cc1 (stereo not given),5,13,8,17,3,1,1,-3,8,3,2
Cc1c(N2C(=O)c3ccc4c5c(ccc(c35)C2=O)CC4)c(=O)n(-c2ccccc2)n1C,6,.,-2,.,-3,3,-4,-13,1,-8,-2
COc1ccc(Cl)cc1-c1nc(N)nc(N(C)C)n1,7,-11,-1,5,3,9,-3,-12,10,0,3
O=C(NCC(c1ccco1)N1CCCC1)c1ccccc1F (stereo not given),-10,22,-18,10,4,-29,57*,53*,-3,4,1
COC(Cn1c2c(c3cc(C)ccc31)CCCC2NCc1ccccc1)OC (stereo not given),7,7,-1,-17,.,22,2,19,-3,-9,43
CCc1ccc(OC)c(S(=O)(=O)Nc2ccc(Cc3ccncc3)cc2)c1,22,64*,25,23,7,23,23,30,4,-50,20
Cn1nnnc1Sc1ncnc2scc(-c3cc4ccccc4o3)c12,-26,-65,-24,33,14,-2,76*,103*,29*,13,-3
CC(=O)c1cccc(NC(=O)NNC(=O)CCC(=O)Nc2ccc(C)c(C)c2)c1,-2,-19,-10,-2,-7,3,5,-2,-1,-4,0
O=C(CCS(=O)(=O)c1ccc(Br)cc1)Nc1ccccn1,5,7,3,-16,0,18,9,9,-5,-4,-1
Cc1oc2c(c(=O)c1C)C(=O)CC(c1ccccc1)C2 (stereo not given),-19,8,-10,1,0,1,4,0,-7,-4,1
O=C(N/C=N/O)C1=NOC(CNc2ncc(C(F)(F)F)cc2Cl)C1 (stereo not given),-24,-28,-28,-38,5,-17,-52,-11,5,4,-3
COc1ccccc1C(=O)N/C(=C\c1ccccc1)C(=O)NCc1ccco1,1,-6,4,4,1,18,-4,18,1,-5,0
CC(C)C[C@@H]1CN(CCCC[C@H]2CNC(=O)C(=O)N2CCC2CCCCC2)C(=O)C(=O)N1Cc1ccccc1,.,11,.,9,.,-40,10,12,10,4,-2
CCn1cc(C(=O)O)c(=O)c2cc(F)c(N3CCN(C(=S)Nc4ccccc4OC)CC3)cc21,11,-21,1,-24,6,-1,11,-6,-8,-13,1
COc1ncnc2c1ncn2CCCN(C)CCc1ccccn1,3,-16,15,10,-1,12,-23,-13,7,-5,-4
O=C(CNc1ccc(F)cc1)N/N=C/C1CC=CCC1 (stereo not given),2,-5,15,4,1,1,8,-2,-9,-6,-1
CC1CCCCC1NC(=O)CN1C(=O)c2ccccc2S1(=O)=O (stereo not given),-12,21,-15,7,-6,-26,-30,12,-3,-7,-5
COc1ccc(C(=O)Cn2nnc(-c3ccccc3-n3cnnn3)n2)cc1,5,-9,3,-10,10,-7,-15,-4,4,1,-6
Cc1ccccc1OCc1nc(-c2cccnc2)no1,-43,-28,-15,-38,9,7,-46,-39,-6,-2,-3
CC1CCCC(C)N1C(=O)CSc1nnc(COc2ccc(F)cc2)o1 (stereo not given),-7,26,1,-8,3,-4,-11,-7,-4,0,4
Cc1cccc(-c2noc(CN(C)C(=O)COc3ccccc3)n2)c1,-10,17,14,15,-11,-4,-1,-15,-2,-10,-1
O=c1[nH]c2ccccc2cc1-c1nnn(-c2ccc(F)cc2)n1,-34,-25,-56,-63,2,-49,-37,-40,12,-5,3
C[C@@H]1CN([C@@H](C)CO)S(=O)(=O)c2ccc(Br)cc2O[C@H]1CN(C)C(=O)Cc1cccnc1,0,-15,3,-3,-14,-15,11,-8,-6,3,1
CSCCC(NC(=O)c1ccccc1Cl)C(=O)N1CCN(C(c2ccccc2)c2ccccc2)CC1 (stereo not given),6,15,-25,1,-18,-13,-22,-14,3,8,-4
CN(C)c1ccc(-c2cc([C@H]3[C@@H]4C=CCC[C@@]4(C)C(=O)N3Cc3ccccc3)ccc2F)cc1,4,13,9,0,-4,-14,-3,13,-4,-10,-6
CCOC(=O)c1nn(-c2ccc(C)cc2)c(=O)cc1OCC(=O)Nc1cccc(OC)c1,-19,-18,1,-32,3,-4,-4,-28,-2,-7,3
CN(CC(=O)Nc1ccc(OC(F)(F)F)cc1)C(=O)Cc1cccs1,-7,-7,19,-19,-4,3,-18,3,3,0,-1
O=C(N/N=C/C=C/c1ccco1)/C(=C/c1ccccc1)NC(=O)c1ccccc1,0,15,13,6,4,-2,-19,-2,33*,-3,-2
Cc1c(Cc2ccccc2)sc(NC(=O)C(C)(C)C)c1C(N)=O,-2,5,-1,-7,-7,-10,5,6,4,-11,-1
Cc1nnc(NC(=O)CSc2nc(CC(C)C)nc3c2c(=O)n(C)c(=O)n3C)s1,3,-3,18,-15,5,6,2,11,-1,-6,-5

Next section (two carried over from the part before).
Compound,NCOA1 inh,NR2F2 inh,NCOA3 inh,NCOA2 inhibitor,TLR9-MyD88 inh,LRH-1 inv ag,TROY signal inh,TWEAK Fn14 block,ABHD5 PLIN5 PPI,NOD2 RIPK2 PPI,Exocytosis inh
Cc1c(Cc2ccccc2)sc(NC(=O)C(C)(C)C)c1C(N)=O,-2,5,-1,-7,-7,-10,5,6,4,-11,-1
Cc1nnc(NC(=O)CSc2nc(CC(C)C)nc3c2c(=O)n(C)c(=O)n3C)s1,3,-3,18,-15,5,6,2,11,-1,-6,-5
Cc1ccc(CN(CC2CCCO2)C(=O)CN2C(=O)C(C(C)C)Oc3ccccc32)o1 (stereo not given),-5,6,12,-24,-3,12,-10,5,9,-3,13
O=C(NC1CC1)c1cccc(NC(=O)C2CCCC2)c1,13,5,-22,-8,8,15,4,-8,7,-6,-1
Cc1cc(NC(=O)c2c(-c3c(F)cccc3Cl)noc2C)no1,-6,5,15,18,3,6,1,6,2,-12,-5
COc1ccc(C(=O)NC2CCN(C(=S)Nc3cccc(C)c3C)CC2)cc1,-3,-5,6,-2,-7,3,-5,-8,2,-10,-2
COC(=O)Cc1nnc(NC(=O)C(C)C)s1,-10,-2,11,-25,-5,-15,2,16,-1,3,6
COc1ccc(NC(=O)/C(=C/c2cccnc2)NC(=O)c2cccs2)cc1,10,8,5,2,4,16,-6,-6,6,-16,-6
CN(C)CCN(C(=O)C1CCCCC1)c1nc2cc3c(cc2s1)OCO3,16,11,-18,-17,-14,-1,11,-24,5,-6,22
O=C(CSc1ccccc1[N+](=O)[O-])NC1CCS(=O)(=O)C1 (stereo not given),1,5,10,9,6,10,13,7,-3,-5,8
CCOC(=O)C(c1ccccc1)C(Nc1ccc(F)cc1)c1ccccn1 (stereo not given),5,11,10,10,-16,10,-3,22,3,3,19
O=C(NCCCn1ccnc1)c1ccccc1F,9,3,-12,-7,-4,1,18,0,-6,-2,-6
CCCCCOC(=O)NCCOC(=O)Nc1ccc(C(=O)OCC)cc1,3,21,3,-26,3,-1,-6,3,-3,7,1
COC(=O)c1cc(C(=O)OC)cc(N2C(=O)CC(N3CCN(c4ccccc4)CC3)C2=O)c1 (stereo not given),-31,-6,-4,-2,-4,1,16,-1,4,-7,-3
O=C(CSc1ccc(-c2nc3ccccc3[nH]2)cn1)N1CCN(C(=O)c2ccco2)CC1,-7,1,-17,-13,-5,-10,6,12,4,-5,3
Cn1c(-c2ccccc2)cc2onc(-c3ccccc3)c2c1=O,-8,-9,-15,-22,3,-57,73*,91*,3,-35,1
O=S(=O)(NCC1CCCO1)c1cnc(Cl)c(Cl)c1 (stereo not given),-12,16,0,-8,1,-6,-25,61*,4,-3,0
CC1CC(C)CN(S(=O)(=O)c2ccc(Oc3ccc([N+](=O)[O-])cc3)cc2)C1 (stereo not given),-15,11,21,16,-5,2,28,16,-3,3,-8
COc1ccc(/C=C/C(=O)OCC(=O)c2c(C)[nH]c3ccccc23)cc1OC,3,-3,-2,1,3,11,2,-5,-2,-1,8
Cc1cc(=O)oc2cc(OCCSCCN3CCCC3)ccc12,4,1,0,-7,.,-10,0,-28,10,-3,1
CCn1ccc(C(=O)Nc2ccccc2Cl)n1,-96,-13,-98,-53,3,-134,-58,-10,2,-4,-2
CC(=O)Nc1nc(C2CC2)cc(-c2ccccc2)c1C#N,8,-9,10,20,1,-27,2,6,-1,-4,0
C/C(=N/NC(=O)CSc1nc2ccccc2n1C)c1ccc(O)cc1,-1,-7,0,-16,1,-6,6,-13,4,-8,-1
CCN(CC(=O)Nc1ccccc1OC)C(=O)Cn1cnc2ccccc2c1=O,-11,-5,-17,1,-12,12,16,1,5,-1,5
CN(C(=O)c1cccc(NC(=O)Cc2cccc(NC(=O)C3CCCN(C(=O)C4CC4)C3)c2)c1)C1CC1 (stereo not given),9,-12,-11,4,-5,26,-10,-1,6,-14,0
COc1ccc(CCNC(=O)COC(=O)/C=C/c2cccs2)cc1OC,-14,8,17,11,3,-6,16,-2,-1,-8,-2
CCC(C)[C@H](NC(=O)NC(C)C)C(=O)O (stereo not given in full),7,-15,20,-15,-17,8,15,2,0,-12,0
CCN(CC)CCOC(=O)c1ccc([N+](=O)[O-])cc1,-2,-17,12,-5,-2,-5,-16,-3,1,-9,16
COC(=O)c1ccc(S(=O)(=O)NCc2ccc(S(N)(=O)=O)cc2)n1C,11,7,22,-3,-2,-4,-6,-3,-5,6,-1
O=C(CSc1nnc(-c2ccccc2F)o1)N1CCNC1=O,-81,-30,-86,-83,-1,-96,-23,9,8,5,-4
COC(=O)Nc1ncc(CN2CCC(c3ccccc3)CC2)s1,-4,15,-6,15,-14,-3,8,10,-1,-1,-2
COC(=O)CC1=NN(c2nc(C)cc(C)n2)C(=O)C1,5,-6,12,0,-10,5,17,-1,5,-15,2
COc1ccc(OC)c(S(=O)(=O)N(C)CC(=O)Nc2ccc3c(c2)OCCO3)c1,13,7,-9,4,-8,3,8,1,5,-12,0
CC(C)C(=O)Nc1ccc(Cl)cc1-c1nc2ccccc2[nH]c1=O,-21,9,-34,0,-6,14,14,14,-9,15,-2
Cc1ccc(NC(=O)COC(=O)C2=NN(c3ccccc3)C(=O)CC2)c(Br)c1,-7,-13,-6,35,-7,0,-5,4,-8,3,-8
Cc1cc(NC(=O)C(=O)c2cn(C)c3ccccc23)no1,-10,-8,-7,4,10,5,-25,4,4,-3,-4
Cc1c(C(=O)Nc2c(C)n(C)n(-c3ccccc3)c2=O)oc2ccc(Cl)cc12,-16,-9,20,5,6,-15,-12,-11,2,4,-8
COc1ccc(C(CNC(=O)c2cccc3cccnc23)N(C)C)cc1 (stereo not given),-5,-13,-5,-25,-3,-25,-12,-2,0,-2,13
Cc1ccc(-n2nnnc2SCC(=O)NCC2CCCO2)cc1C (stereo not given),-27,-14,5,-32,5,4,-22,3,7,7,-1
CCOc1ccccc1-n1nnnc1SCC(=O)NC(=O)Cc1ccccc1,13,0,-13,11,2,0,6,7,-6,5,-11
